# PKA-R2B act: activates the human PKA-R2B holoenzyme complex. PKA-R2B holoenzyme dissociation, Cy5-IP20 fluorescence polarization; R2B truncated from residue 108, S112A mutant; 0% DMSO only, 100% 113 µM cGMP. AID 504700. P22694+P31323. activation, % at 11.4 µM. 0.079% of 340,000 active;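 active means activation above a cutoff set at the mean over all compounds plus 3 SD, cut at about 18% in these data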;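 further: higher means more holoenzyme dissociation and a rise in polarization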
# Target sequence (P31323 whole entry, looked up, other chains not shown, the tested form may be a part): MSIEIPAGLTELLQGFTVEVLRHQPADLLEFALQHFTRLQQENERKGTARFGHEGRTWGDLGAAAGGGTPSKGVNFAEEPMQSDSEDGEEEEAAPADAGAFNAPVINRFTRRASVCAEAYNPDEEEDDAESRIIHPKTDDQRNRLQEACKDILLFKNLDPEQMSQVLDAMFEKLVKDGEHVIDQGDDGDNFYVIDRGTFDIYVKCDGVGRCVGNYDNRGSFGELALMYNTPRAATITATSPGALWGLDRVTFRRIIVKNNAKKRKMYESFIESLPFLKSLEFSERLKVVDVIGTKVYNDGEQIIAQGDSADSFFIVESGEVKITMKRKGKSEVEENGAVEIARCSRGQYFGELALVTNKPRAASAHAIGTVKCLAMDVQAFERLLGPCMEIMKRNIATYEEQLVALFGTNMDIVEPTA
# DAGLB inhibitor: blocks human DAGLB lipase activity; 0.059% of 340,000 active; inhibition, % at 5.17 µM; HEK293T DAGLB membrane lysate, EnzChek fluorogenic substrate; Q8NCG7; in the data active means inhibition above about 34%;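 further: 0% = enzyme with vehicle and 100% = wells lacking enzyme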
# Target sequence (Q8NCG7 whole entry, looked up): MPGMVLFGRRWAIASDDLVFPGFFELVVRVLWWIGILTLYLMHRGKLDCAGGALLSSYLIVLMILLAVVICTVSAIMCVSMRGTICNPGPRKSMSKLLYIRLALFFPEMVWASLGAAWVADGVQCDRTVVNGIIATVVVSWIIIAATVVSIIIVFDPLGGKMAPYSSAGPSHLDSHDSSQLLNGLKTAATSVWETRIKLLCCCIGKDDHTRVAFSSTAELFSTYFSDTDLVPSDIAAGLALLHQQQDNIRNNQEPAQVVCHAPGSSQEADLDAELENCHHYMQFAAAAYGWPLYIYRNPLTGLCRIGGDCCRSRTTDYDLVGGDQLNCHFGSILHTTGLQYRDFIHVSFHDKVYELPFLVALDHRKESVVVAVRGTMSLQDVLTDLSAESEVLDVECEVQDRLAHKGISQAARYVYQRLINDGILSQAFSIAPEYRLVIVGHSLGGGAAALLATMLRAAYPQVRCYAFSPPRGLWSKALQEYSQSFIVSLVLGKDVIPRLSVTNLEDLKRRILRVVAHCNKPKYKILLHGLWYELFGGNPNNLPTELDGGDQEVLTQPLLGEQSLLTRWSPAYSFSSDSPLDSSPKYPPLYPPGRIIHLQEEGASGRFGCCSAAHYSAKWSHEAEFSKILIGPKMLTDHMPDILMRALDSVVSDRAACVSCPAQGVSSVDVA
# HTR5A inv ag: counter-screen for OPRM1-OPRD1 inverse agonists: human HTR5A inverse agonism. inhibition, % at 9.3 µM. HTR5A cell line, luminescence. 0.083% of 340,000 active. P47898; in the data active means inhibition mostly above about 23%, no sharp cut-off; inactive means mostly below about 18%;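 further: 0% = cells with DMSO and 100% = no-cell wells with DMSO; some compounds called inactive have numbers as strong as hits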
# OPRM1-OPRD1 inv: inverse agonists of human mu-delta opioid receptor heterodimerization; inhibition, % at 9.3 µM; P35372+P41143; cell-based MOR-DOR heterodimer luminescence, inverse agonism; 0.21% of 340,000 active; in the data active means inhibition above about 22%, passing the limit was not always enough;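 further: 0% = cells with DMSO and 100% = wells without cells with DMSO; values of inactives mirror those of a sister screen read the other way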
# V-ATPase pH: regulators of yeast V-ATPase proton transport. AID 504577. response, % at 10 µM. 0.37% of 350,000 active. S. cerevisiae, pHLuorin cytosolic pH fluorescence; in the data active means response mostly above about 7.3%, no sharp cut-off; inactive means mostly below about 5.4%; further: actives read high; inactives centre near 0; some compounds called inactive have numbers as strong as hits; reference of the scale not given here
# Arr AP2 block: human beta-arrestin and AP2 interaction inhibition. 0.31% of 340,000 active. FITC-arrestin peptide / GST-AP2 beads, flow cytometry; AP2 beta2 appendage carries R879A mutation. inhibition, % at 10 µM;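 active means inhibition above a set limit, near 3 SD of compounds lacking own fluorescence, cut at about 54% in these data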;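 further: plate controls were DMSO wells for no effect and 5 µM unlabelled arrestin peptide for full effect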
#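 System: GST-AP2 R879A glutathione beads. Medium: PBS with 0.05% Tween 20 and 0.1% BSA. Also added: FITC-arrestin peptide, 50 nM. Incubation: 12 min plus 1 h, RT. Measured by: high-throughput flow cytometry of beads, ex 488, em 535 nm. Evaluation: percent drop in bead-associated FITC signal.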
# HTR5A ag ctr: activates human HTR5A in OPRM1-OPRD1 agonist counter-screen | P47898 | HTR5A agonist assay, luminescence, cell-based | activation, % at 9.3 µM | 0.61% of 340,000 active | AID 504692; in the data active means activation mostly above about 9.5%, no sharp cut-off; inactive means mostly below about 7.6%;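 further: 0% = cells with vehicle only and 100% = reference agonist; strong numbers were not always called active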
# MOR-DOR ag: OPRM1-OPRD1 heterodimerization agonism | activation, % at 9.3 µM | cells, luminescence | AID 504326 | 0.3% of 340,000 active; in the data active means activation above about 18%;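 further: 0% = vehicle-treated cells and 100% = reference agonist; values of inactives mirror those of a sister screen read the other way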
# PKA-R1A act: activates the PKA-R1A holoenzyme complex. PKA-R1A dissociation, Cy5-IP20 fluorescence polarization; scaled: DMSO 0%, 113 µM cGMP 100%. activation, % at 11.4 µM. 0.083% of 340,000 active. AID 504707;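 active means percent activation above the mean of all tested compounds plus 3 SD, cut at about 19% in these data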;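 further: higher means more PKAc released from R1A so a rise in polarization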
# Pemphigus Ab inh: inhibitors of pemphigus antibody binding to human desmoglein-3; P32926; DSG3-coupled beads, scFv-anti-DSG3-GFP binding, flow cytometry; stronger effect = lower value; binding (percent of control), % at 10 µM; 0.48% of 310,000 active; AID 588358;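 active means binding more than 3 SD below its plate's average and above zero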;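 further: hits lower antibody fragment binding to DSG3; some compounds called inactive have numbers as strong as hits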
# Active calls of the source: *; . = not tested or not shown.
SMILES,PKA-R2B act,DAGLB inhibitor,HTR5A inv ag,OPRM1-OPRD1 inv,V-ATPase pH,Arr AP2 block,HTR5A ag ctr,MOR-DOR ag,PKA-R1A act,Pemphigus Ab inh
Cc1nnc(SCC(=O)NC2CC2)n1-c1ccccc1,-5,-4,14,9,-3,-1,1,-2.9,-3,108
Cc1ccccc1N1C(=O)CN(Cc2sccc2C)C1=S,-9,-2,15,17,1,-11,5,-3.1,-7,103
Cc1cc(C)nc(N2CCC(C(=O)NCCc3ccc(F)cc3)CC2)n1,-5,0,-14,12,-2,-5,1,-2.0,0,125
Cc1noc(C)c1C(=O)Nc1ccc(C#N)cc1,9,-1,-13,8,3,7,0,-1.5,-10,102
CCC(CC)c1nnc(NC(=O)c2cc(C(=O)OC)cc([N+](=O)[O-])c2)s1,-6,3,0,6,3,33,0,-1.2,-11,128
COc1ccc(NC(=O)c2cc(C)nc3ccccc23)cc1S(=O)(=O)N1CCOCC1,-4,0,9,4,1,6,-2,-0.9,-10,91
CC1C(c2ccccc2)=[N+]([O-])C2(CCCCC2)N1O (configuration not stated),1,-1,3,4,-3,74*,-1,-0.8,0,94
CCC(=O)N(c1ccc(F)cc1)C1C=CS(=O)(=O)C1 (configuration not stated),-16,-1,-18,17,3,-1,-2,-3.1,-1,102
CCC(CC)NC(=O)Cc1ccccc1[N+](=O)[O-],0,0,19,10,6,2,-9,-2.0,-12,110
CC(=O)N(C)c1ccc(OCC(O)COc2ccc(N(C)C(C)=O)cc2)cc1,0,-3,-16,4,6,16,2,-0.8,1,95
CC(C)(C)N1CC23CCC(C[C@@H]2C1=O)O3 (some centres not stated),-2,-3,29,4,-2,0,2,-0.7,-10,107
CCN(c1cccc(C)c1)S(=O)(=O)c1ccc2[nH]c(=O)c(=O)[nH]c2c1,14,0,-15,-2,-1,-3,7,0.4,11,97
COc1ccc(C2CC(c3cccs3)Nc3nnnn32)cc1 (configuration not stated),-3,0,-21,11,2,-1,2,-2.3,1,112
COc1ccccc1N(C)S(=O)(=O)c1ccc(C(=O)OCC(=O)Nc2ccc(C(N)=O)cc2)cc1,6,1,8,0,0,31,-3,0.0,-10,.
CCCCC1CC(C)(C(=O)CSc2nc3ccccc3s2)OC1=O (configuration not stated),-3,-7,14,-9,-1,0,-6,2.2,-4,.
Cc1onc(-c2c(Cl)cccc2Cl)c1NC(=O)N(C)N,-4,-3,-26,10,2,39,1,-2.1,-14,106
CCN(CC(=O)Nc1cc(Cl)ccc1C)C(=O)CCOc1ccc(C)cc1,1,-1,1,0,-9,-1,0,0.1,-2,98
Cc1cc(=O)[nH]c(=O)n1Cc1ccccc1,-7,-2,11,9,1,21,-4,-1.9,3,.
CC(C)(C)OC(=O)N1CCCC(C(=O)Nc2ccc(C(=O)N3CCCCC3)cc2)C1 (configuration not stated),-12,0,-3,0,5,0,1,0.0,0,97
O=C(CCCN1C(=O)/C(=C\c2ccccc2)SC1=S)N1CCOCC1,-4,1,2,6,0,3,-1,-1.1,9,95
CCOc1ccc(CCNC(=O)CN2C(=O)CCSc3ccccc32)cc1,6,-1,1,13,-1,11,0,-2.9,13,101
O=C(Nc1ccc(CN2CCS(=O)(=O)CC2)cc1)c1ccc(C(F)(F)F)cc1,-4,-3,-9,-5,-5,11,0,1.0,-5,110
Cc1c(Br)c([N+](=O)[O-])nn1CCCC(=O)Nc1sc2c(c1C(N)=O)CCC(C)C2 (configuration not stated),3,4,15,-27,-2,1,-2,4.4,-3,100
COC(=O)c1ccccc1NC(=O)c1ccccc1OC,-1,-10,7,-10,2,-1,-1,2.5,0,.
CCC(=O)Nc1ccc(S(=O)(=O)Nc2c(NC)c3ccccc3oc2=O)cc1,-1,-2,24,16,-2,0,-2,-3.0,-6,104
# Following part
SMILES,PKA-R2B act,DAGLB inhibitor,HTR5A inv ag,OPRM1-OPRD1 inv,V-ATPase pH,Arr AP2 block,HTR5A ag ctr,MOR-DOR ag,PKA-R1A act,Pemphigus Ab inh
O=C(COC(=O)/C=C/c1cccs1)Nc1ccc(Cl)cc1F,2,-9,2,-4,-1,-4,-1,0.7,-9,.
C=CCc1c(OC)ccc2c1c(S(=O)(=O)c1ccc(C)cc1)cn2COC,2,-1,10,2,4,-13,-3,-0.3,-11,94
O=C(NCCc1c[nH]c2ccc(Cl)cc12)c1ccc([N+](=O)[O-])cc1,-9,4,1,-26,-1,-20,0,4.8,4,98
CCn1c(SCC(=O)NC2CCCC2)nnc1-c1ccoc1C,3,-2,-4,11,0,22,2,-1.7,-3,.
Cc1ccc(OCc2cc(C(=O)N(C)Cc3cnn(C)c3)no2)cc1C,2,-2,.,.,-1,.,.,.,-4,104
Cn1c(CN2CCOCC2)nc2cc(NC(=O)c3ccc(F)cc3)ccc21,-3,4,9,-11,-1,8,-3,1.9,2,121
Cc1nn(-c2ccccc2)c2c1C(c1ccc(Br)s1)C(C#N)=C(N)O2 (configuration not stated),-13,16,-13,13,-3,14,-3,-2.4,-14,106
CCCc1cc(=O)oc2cc(C)cc(OCC(=O)O)c12,1,0,-13,3,2,-10,0,-0.6,-14,100
CCNC(=O)N1CCN(S(=O)(=O)c2ccc3c(c2)OCCCO3)CC1,2,-1,-6,11,-3,-2,2,-2.7,-3,97
Cn1c(=N)c(S(=O)(=O)c2ccccc2)cc2c(=O)n3ccccc3nc21,-7,-1,15,5,3,-8,1,-1.2,2,111
O=S(=O)(NCCSc1ccc(Cl)cc1)c1ccc(F)cc1,-17,-8,1,-34,-1,7,2,7.5,-11,103
CNC(=S)N/N=C/c1cn(Cc2ccc(C)cc2)c2ccccc12,0,3,-5,-24,-2,36,2,4.4,-1,121
O=C(/C=C\c1ccc(-c2ccccc2)o1)c1ccccc1,-3,4,12,-24,-1,26,5,4.6,6,77
C/C(=N/NC(=O)Cc1cc(=O)[nH][nH]1)c1ccc([N+](=O)[O-])cc1,1,4,5,5,2,2,-2,-0.6,-3,103
Cc1ccccc1NS(=O)(=O)c1ccc(NC(=O)c2nc3ncccn3n2)cc1,1,-1,8,3,0,1,-1,-0.5,8,103
COc1ccc(S(=O)(=O)N2CC(C(=O)O)Oc3ccc(CC(=O)O)cc32)cc1 (configuration not stated),0,0,-15,8,-2,7,-2,-1.2,3,.
Cc1nc2c(ncn2-c2ccccc2)c(=O)n1NC(=O)CN1CCCC1,2,0,-28,3,4,-9,-4,-0.6,-1,106
CCC1CCCCN1CCCNC(=O)CCNC(=O)Cn1cnc2ccccc2c1=O (configuration not stated),-10,0,-11,-23,-4,23,4,2.8,-1,113
Cc1nn(-c2ccccc2)c(N2CCCC2)c1/C=N/NC(=O)c1cc2ccccc2cc1O,-9,-1,-24,-5,1,4,10,1.0,-7,104
Cc1ccccc1NC(=O)CSc1n[nH]c(-c2ccccn2)n1,0,-1,10,21,-2,2,1,-3.9,5,.
CCCCn1c(N)c(N(CCOC)C(=O)C2CCN(S(=O)(=O)c3ccc(C)c(C)c3)CC2)c(=O)[nH]c1=O,6,1,3,11,-2,10,-1,-2.2,6,96
COc1cccc(CN2CC(C(=O)NCCOc3ccccc3F)CCC2=O)c1 (configuration not stated),0,-1,5,2,4,2,0,-0.3,-4,100
CCOc1ccc2ccccc2c1/C=N/n1cncn1,1,0,-21,-7,1,-2,0,1.1,-3,104
CCn1cnnc1SCC(=O)NCC1COc2ccccc2O1 (configuration not stated),-1,-2,-7,14,-1,1,4,-3.7,3,102
CN1C=C(C(F)(F)F)C=C/C1=C(\C#N)c1nnc2n1CCCCC2,-8,0,-15,16,-1,-5,2,-2.7,-8,100

# Another view of part of the listing above:
smiles	PKA-R2B act	DAGLB inhibitor	HTR5A inv ag	OPRM1-OPRD1 inv	V-ATPase pH	Arr AP2 block	HTR5A ag ctr	MOR-DOR ag	PKA-R1A act	Pemphigus Ab inh
Cc1ccccc1NC(=O)CSc1n[nH]c(-c2ccccn2)n1	0	-1	10	21	-2	2	1	-3.9	5	.
CCCCn1c(N)c(N(CCOC)C(=O)C2CCN(S(=O)(=O)c3ccc(C)c(C)c3)CC2)c(=O)[nH]c1=O	6	1	3	11	-2	10	-1	-2.2	6	96
COc1cccc(CN2CC(C(=O)NCCOc3ccccc3F)CCC2=O)c1 (configuration not stated)	0	-1	5	2	4	2	0	-0.3	-4	100
CCOc1ccc2ccccc2c1/C=N/n1cncn1	1	0	-21	-7	1	-2	0	1.1	-3	104
CCn1cnnc1SCC(=O)NCC1COc2ccccc2O1 (configuration not stated)	-1	-2	-7	14	-1	1	4	-3.7	3	102
CN1C=C(C(F)(F)F)C=C/C1=C(\C#N)c1nnc2n1CCCCC2	-8	0	-15	16	-1	-5	2	-2.7	-8	100

# (further entries)
SMILES,PKA-R2B act,DAGLB inhibitor,HTR5A inv ag,OPRM1-OPRD1 inv,V-ATPase pH,Arr AP2 block,HTR5A ag ctr,MOR-DOR ag,PKA-R1A act,Pemphigus Ab inh
OCCCc1cn(-c2ccccc2)c2ccccc12,6,-1,5,-6,-1,-18,-5,1.1,1,129
COc1ccc(Cl)cc1N1C(=O)CC(N2CCN(S(=O)(=O)c3ccccc3F)CC2)C1=O (configuration not stated),14,1,1,-5,0,9,0,1.0,1,95
CCOC(=O)NC(=O)CSc1nnc(SCCC(=O)O)s1,3,-1,14,20,-1,8,6,-4.5,-1,101
Cc1ccc(/C=N/Nc2nnc(Cl)c3ccccc23)cc1,-1,-11,-8,7,1,13,4,-1.4,-7,98
Cc1ccsc1C(=O)NN=C1CCCCCC1,-6,1,8,11,-6,0,1,-2.0,3,.
CCCCCC(=O)Nc1cccc(C2=NOC3(C2)C[C@@H](C(N)=O)N(C(=O)c2ccc(OC)cc2)C3)c1 (some centres not stated),-2,-6,-39,2,-3,5,13,-0.3,9,100
COc1ccc(-c2nnc(SCc3cccnc3)o2)cc1,-8,-2,-10,3,0,16,-3,-0.5,1,89
O=C(Nc1ccnn1C1CCN(CCCc2ccccc2)CC1)c1cccc(F)c1,8,2,1,7,-3,30,0,-1.3,2,102
CC1CCCCC1NC(=O)CCn1c(=O)oc2ccccc21 (configuration not stated),8,2,-16,6,0,-5,5,-1.0,5,123
COC(=O)c1nc2n(n1)C(c1cc(OC)ccc1OC)C(C(=O)OC1CCCCC1)=C(C)N2 (configuration not stated),-7,1,-2,-22,2,-7,1,4.4,2,.
Brc1ccc(C2=CSC3=NCCN23)cc1,-4,-3,-31,1,1,13,-1,-0.2,9,102
CCCCn1c(N)c(N(CCOC)C(=O)c2cc(-c3ccc(F)cc3)nc3ccccc23)c(=O)[nH]c1=O,-6,3,-3,7,-3,-8,1,-1.1,-1,99
C#CCOc1ccc(/C=C2/C(=O)NN(c3ccc(F)cc3)C2=O)cc1OC,10,6,5,8,0,-15,-1,-1.9,-7,108
CC(C)CC(=O)NC1(C(F)(F)F)C(=O)N(CC(C)C)C2=C1C(=O)CC(C)(C)C2 (configuration not stated),4,0,11,4,0,1,-3,-0.8,9,98
O=C(CNC(=O)c1ccco1)OC(C(=O)c1ccccc1)c1ccccc1 (configuration not stated),-8,1,8,17,1,-5,-3,-4.1,-15,.
COc1ccc(Cn2c(=O)cc(C)[nH]c2=S)cc1,-4,-2,1,6,10,-6,0,-1.1,-6,99
Cc1c(C(=O)N2CCOCC2)[nH]c2c1C(=O)CC(c1ccccc1Cl)C2 (configuration not stated),6,4,10,16,3,7,4,-2.7,4,126
